Assay outcomes from PubChem BioAssay.
SW480 rereplic = DNA re-replication induction in SW480 cells; SW480 DNA re-replication, Hoechst DNA content imaging, 48 h; Potency, µM (highest dose often 46.1 µM), for the others: top-dose re-replication activation, hits mostly activators; actives 1.8% (n = 340,000); note: potency is the fitted concentration of half-maximal effect; % of control where 0% means no effect; nearly all actives have a fitted effect of over 55% in size
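Cells (250 per well) received 23 nL compound or DMSO by pin tool and were kept 48 hr at 37 C, 5% CO2. Nuclei were then stained with Hoechst for 40 min and scanned for DNA content.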
HT1080-NT tox = kills 2HG-producing HT-1080-NT fibrosarcoma cells. actives 1.6% (n = 360,000). AID 686970. Potency, µM (titrated, usually from 46.1 µM), inactives show at the highest dose activity, negative = less viability, hits mostly cytotoxic. HT-1080-NT fibrosarcoma viability, CellTiter-Glo ATP luminescence, 48 h;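 note: NT is the 2HG producing partner of a matched IDH1 knockdown line; potency is the fitted concentration of half-maximal effect; 0% = DMSO-treated cells and -100% = media-only wells without cells; nearly all actives have a fitted effect of over 55% in size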
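Read-out is CellTiter-Glo luminescence after 10 minutes at room temperature, following 48 hours' compound treatment of HT-1080-NT cells (750 cells/well, RPMI, 5% FBS, 37 degrees C).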
KB-3-1 tox = kills parental KB-3-1 adenocarcinoma cells; KB-3-1 viability, CellTiter-Glo ATP luminescence, 72 h; actives 1.4% (n = 400,000); Potency, µM (top dose mostly 46.1 µM), for inactives: at the top dose activity change, negative = cytotoxic, most hits filed as cytotoxic; note: potency is the fitted concentration of half-maximal effect; % is set by controls: 0 for no effect and ±100 for the full control effect; nearly all actives have a fitted effect of over 60% in size
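KB-3-1 parental drug-naive adenocarcinoma cells in DMEM/10% FBS, incubated 72 h at 37 C with pin-transferred compounds across a concentration series. Viability by CellTiter-Glo luminescence; concentration-response curves fitted after normalization.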
HT1080 IDH1KD tx = HT-1080 IDH1 knockdown cell toxicity (counter line). AID 686971. HT-1080 IDH1 knockdown viability, ATP luminescence, 48 h. actives 2% (n = 360,000). Potency, µM (titrated, usually from 46.1 µM), for the others: at the top dose activity, negative = toxicity, most hits filed as cytotoxic;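 note: potency is the fitted concentration of half-maximal effect; 0% = DMSO wells and -100% = cell-free medium wells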
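CellTiter-Glo luminescence after 48 h compound exposure at 37 degrees C of IDH1-knockdown HT-1080 cells in 5% FBS RPMI. %Activity scaled between DMSO wells and cell-free media wells, with curves fitted and assigned curve classes.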
GLP-1R agonist = agonists of human GLP-1 receptor. P43220. HEK293 GLP-1R CRE-luciferase, luminescence, 4-6 h; cells express a hypersensitive GLP-1R form. Potency, µM (highest dose often 45.6 µM), for the others: at the top dose activation, most hits filed as activators. actives 0.007% (n = 380,000). AID 624172; note: potency is the fitted concentration of half-maximal effect; % of control where 0% means no effect
Target sequence (P43220 whole entry, looked up): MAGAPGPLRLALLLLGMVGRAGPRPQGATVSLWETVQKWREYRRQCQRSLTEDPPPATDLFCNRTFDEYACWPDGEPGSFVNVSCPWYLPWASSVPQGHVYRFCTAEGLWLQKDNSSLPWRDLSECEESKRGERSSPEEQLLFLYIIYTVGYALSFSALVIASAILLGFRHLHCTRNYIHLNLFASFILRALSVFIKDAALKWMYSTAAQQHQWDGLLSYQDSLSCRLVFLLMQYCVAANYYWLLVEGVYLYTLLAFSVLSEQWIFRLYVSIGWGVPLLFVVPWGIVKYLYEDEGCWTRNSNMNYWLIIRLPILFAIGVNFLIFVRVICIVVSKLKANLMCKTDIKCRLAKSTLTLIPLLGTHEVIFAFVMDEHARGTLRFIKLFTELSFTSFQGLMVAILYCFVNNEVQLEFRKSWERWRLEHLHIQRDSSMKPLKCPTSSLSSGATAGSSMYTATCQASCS
IL1B secr inh = inflammasome signaling inhibition, IL-1 beta readout | THP-1 LPS/ATP IL-1B secretion, AlphaLISA, 16 h; hits give low values | activity change, % at 57.5 µM | actives 4.7% (n = 360,000) | AID 743279; in the data active = activity change below about -50%; inconclusive = mostly about -30% to -49%; note: % is set by controls: 0 for no effect and ±100 for the full control effect
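Secreted IL-1B measured by AlphaLISA bead assay after 16 h compound exposure of THP-1 cells; compounds (final up to 57.5 uM) added 1 h before LPS (250 ng/mL) and ATP (1.25 mM) stimulation; lower signal means less secretion.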
D3 antag = antagonists of human D3 dopamine receptor. P35462. D3R cells, DiscoveRx beta-arrestin luminescence, antagonist mode; hits give low values. max response, negative = inhibition, %. actives 2.5% (n = 360,000). AID 652054; in the data active = max response below about -50%; inconclusive = no clear call, values can overlap the other calls; note: % is set by controls: 0 for no effect and ±100 for the full control effect; mostly tested at two doses, the higher about 12 µM
Target sequence (P35462 whole entry, looked up): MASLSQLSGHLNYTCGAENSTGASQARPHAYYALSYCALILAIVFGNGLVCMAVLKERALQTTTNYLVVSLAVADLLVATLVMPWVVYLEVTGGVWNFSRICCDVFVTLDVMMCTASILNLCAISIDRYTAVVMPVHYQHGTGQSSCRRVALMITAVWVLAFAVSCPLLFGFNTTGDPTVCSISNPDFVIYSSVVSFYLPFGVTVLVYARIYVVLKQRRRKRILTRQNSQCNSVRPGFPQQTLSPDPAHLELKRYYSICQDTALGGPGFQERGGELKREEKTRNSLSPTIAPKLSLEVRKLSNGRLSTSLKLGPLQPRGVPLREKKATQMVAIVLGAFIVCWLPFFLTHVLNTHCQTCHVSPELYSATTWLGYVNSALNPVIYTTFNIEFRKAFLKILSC
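Cells expressing the human receptor were seeded at 1500 cells/well, incubated overnight at 37 degrees C in 5% CO2, then exposed to library compounds with dopamine controls for 90 minutes at 37 degrees C before luminescent detection.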
KB-V1 cytotox = KB-V1 MDR subline cytotoxicity | actives 3.4% (n = 400,000) | KB-V1 MDR cells viability, CellTiter-Glo, 72 h | AID 1347076 | Potency, µM (series often up to 46.1 µM), inactives show at the top dose activity change, negative = cytotoxicity, hits mostly cytotoxic; note: potency is the fitted concentration of half-maximal effect; % is set by controls: 0 for no effect and ±100 for the full control effect; nearly all actives have a fitted effect of over 60% in size
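KB-V1 MDR subline cells in DMEM (phenol-red free, 10% FBS) exposed to compounds in qHTS concentration series for 72 h at 37 degrees C. Viability read by CellTiter-Glo luminescence; concentration-effect curves fitted after normalization and correction.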
DRD3 agonist = D3 dopamine receptor (human) agonism; P35462; D3R DiscoveRx beta-arrestin cells, luminescence, 90 min; max activation, %; actives 0.58% (n = 410,000); AID 652048; in the data active = max activation above about 30%; note: 0% is about no effect; mostly tested at two doses, the higher about 12 µM
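Agonist mode: compounds and dopamine controls were applied to plated cells for 90 min at 37 degrees C after an overnight attachment at 1500 cells/well. Luminescent read-out followed 30 - 60 minutes at room temperature with DiscoveRx detection reagent.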
* hit, by the source's call; [ ] = remark or other dose. Unless noted, calls come from the whole dose curve; as a rule, active = well fitted curve in the direction sought with a large enough effect; inconclusive = small, poorly fitted or top-dose-only effect, or another doubt; inactive = no such curve, though single readings can be large; an effect the other way counts as inactive or inconclusive.

`COc1cc(OC)c2c(-c3ccccc3)cc(=O)oc2c1C(CC(=O)N1CCN(c2ccccc2)CC1)c1ccc(N(C)C)cc1` (centres undefined) gave SW480 rereplic 3%, HT1080-NT tox 0%, KB-3-1 tox -2%, HT1080 IDH1KD tx 1%, GLP-1R agonist -3%, IL1B secr inh -11, D3 antag inconclusive, KB-V1 cytotox 17% and DRD3 agonist -2.
Screening Cc1nnc(-c2ccc(Oc3ccc(Cl)cc3)c([N+](=O)[O-])c2)o1 returned SW480 rereplic 1%, HT1080-NT tox -2%, KB-3-1 tox -13%, HT1080 IDH1KD tx 0%, GLP-1R agonist -3%, IL1B secr inh 27, D3 antag 11, KB-V1 cytotox 0% and DRD3 agonist -5.
For Cc1noc(C)c1S(=O)(=O)N1CCC(C(=O)NC2CCN(Cc3ccccc3)CC2)CC1 the results were SW480 rereplic -8%, HT1080-NT tox -12%, KB-3-1 tox -16%, HT1080 IDH1KD tx inconclusive, GLP-1R agonist 0%, IL1B secr inh -7, D3 antag inconclusive, KB-V1 cytotox inconclusive and DRD3 agonist -23.
`CC(C)c1nnc(NC(=O)c2cccs2)s1` gave SW480 rereplic -2%, HT1080-NT tox -1%, KB-3-1 tox -1%, HT1080 IDH1KD tx 3%, GLP-1R agonist -2%, IL1B secr inh -17, D3 antag -15, KB-V1 cytotox 6% and DRD3 agonist -5.
`N#Cc1cccc(NC(=O)CCNC(=O)c2ccccc2Cl)c1` gave SW480 rereplic -13%, HT1080-NT tox 18%, KB-3-1 tox 1%, HT1080 IDH1KD tx 11%, GLP-1R agonist 3%, IL1B secr inh 0, D3 antag 8, KB-V1 cytotox inconclusive and DRD3 agonist 1.
Screening O=C(Nc1nnc(-c2ccc(F)cc2)s1)Nc1ccccc1F returned SW480 rereplic -19%, HT1080-NT tox 3%, KB-3-1 tox 0%, HT1080 IDH1KD tx -2%, GLP-1R agonist -6%, IL1B secr inh 22, D3 antag 10, KB-V1 cytotox -29% and DRD3 agonist -7.
O=C(CN1C(=O)NC2(CCCCC2)C1=O)Nc1ccc2[nH]c(=O)[nH]c2c1 was read as SW480 rereplic -3%, HT1080-NT tox -3%, KB-3-1 tox 3%, HT1080 IDH1KD tx 9%, GLP-1R agonist 0%, IL1B secr inh -3, D3 antag 3, KB-V1 cytotox 25% and DRD3 agonist 1.
For CCS(=O)c1ccccc1C(=O)OC(C)C(=O)Nc1ccc(S(=O)(=O)N2CCCC2)cc1 (centres undefined) the results were SW480 rereplic 1%, HT1080-NT tox 7%, KB-3-1 tox inconclusive, HT1080 IDH1KD tx 0%, GLP-1R agonist 8%, IL1B secr inh 5, D3 antag 4, KB-V1 cytotox 7% and DRD3 agonist 13.
CCOc1ccc(N(C)C(=O)CCc2nnc3ccc(N4CCCC4)nn23)cc1 was read as SW480 rereplic -27%, HT1080-NT tox 11%, KB-3-1 tox 15%, HT1080 IDH1KD tx 12%, GLP-1R agonist -5%, IL1B secr inh -11, D3 antag 15, KB-V1 cytotox 20% and DRD3 agonist 4.
Cc1nn(-c2ccccc2)c2[nH]c(C(F)(F)F)cc(=O)c12 was read as SW480 rereplic -4%, HT1080-NT tox inconclusive, KB-3-1 tox -1%, HT1080 IDH1KD tx inconclusive, GLP-1R agonist 0%, IL1B secr inh 32, D3 antag 8, KB-V1 cytotox -1% and DRD3 agonist 3.
COc1ccc(C(C)NC(=O)C2C(=O)NC3(C)CC2c2ccccc2O3)cc1 (centres undefined) was read as SW480 rereplic inconclusive, HT1080-NT tox 4%, KB-3-1 tox -5%, HT1080 IDH1KD tx 0%, GLP-1R agonist 8%, IL1B secr inh -1, D3 antag 6, KB-V1 cytotox -1% and DRD3 agonist -1.
Cc1cc(=O)n(-c2ccccc2Cl)[nH]1 was read as SW480 rereplic -6%, HT1080-NT tox 8%, KB-3-1 tox 18%, HT1080 IDH1KD tx 3%, GLP-1R agonist -4%, IL1B secr inh -9, D3 antag -12, KB-V1 cytotox 50% and DRD3 agonist -3.
`CS(=O)(=O)N1N=C(c2ccc(Br)cc2)CC1c1cccs1` (centres undefined) gave SW480 rereplic 4%, HT1080-NT tox -5%, KB-3-1 tox -20%, HT1080 IDH1KD tx -2%, GLP-1R agonist 2%, IL1B secr inh -22, D3 antag 0, KB-V1 cytotox -15% and DRD3 agonist -5.
For O=C(c1cnn2c(C(F)(F)F)cc(-c3ccc(F)cc3)nc12)N1CCc2ccccc2C1 the results were SW480 rereplic inconclusive, HT1080-NT tox 0%, HT1080 IDH1KD tx 4%, GLP-1R agonist -6%, IL1B secr inh -26, D3 antag 17 and DRD3 agonist 6.
For Fc1cccc(Cl)c1-c1nnc2ccc3ccccc3n12 the results were SW480 rereplic -1%, HT1080-NT tox -2%, KB-3-1 tox -2%, HT1080 IDH1KD tx 0%, GLP-1R agonist 17%, IL1B secr inh -17, D3 antag 0, KB-V1 cytotox inconclusive and DRD3 agonist 1.
`c1ccc(SCc2nc(-c3ccncc3)no2)cc1` gave SW480 rereplic 2%, HT1080-NT tox 12%, KB-3-1 tox -8%, HT1080 IDH1KD tx -9%, GLP-1R agonist 17%, IL1B secr inh inconclusive, D3 antag -18, KB-V1 cytotox -32% and DRD3 agonist -11.
For CC[n+]1ccccc1/C=C1\Sc2ccc(C)cc2N1C the results were SW480 rereplic -2%, HT1080-NT tox 23µM*, KB-3-1 tox inconclusive, HT1080 IDH1KD tx 9.2µM*, GLP-1R agonist -5%, IL1B secr inh -77*, D3 antag 14, KB-V1 cytotox 1% and DRD3 agonist 3.
Screening Clc1ccc(Cl)c(OCCCCN2CCNCC2)c1 returned SW480 rereplic 4%, HT1080-NT tox inconclusive, KB-3-1 tox inconclusive, HT1080 IDH1KD tx inconclusive, GLP-1R agonist -2%, IL1B secr inh -74*, D3 antag -12, KB-V1 cytotox inconclusive and DRD3 agonist -19.
COc1ccc(NC(=O)CSc2nc3c(c(=O)n2-c2ccc(F)cc2)SCC3)cc1 was read as SW480 rereplic -5%, HT1080-NT tox 0%, KB-3-1 tox 0%, HT1080 IDH1KD tx 5%, GLP-1R agonist 12%, IL1B secr inh -25, D3 antag -23, KB-V1 cytotox 5% and DRD3 agonist 0.
Screening CC1(C)OC(=O)C2=C(C[C@@H](C3CCCCC3)O[C@H]2c2ccccc2)O1 returned HT1080-NT tox inconclusive, KB-3-1 tox inconclusive, HT1080 IDH1KD tx inconclusive, GLP-1R agonist 1%, IL1B secr inh 42, D3 antag inconclusive, KB-V1 cytotox inconclusive and DRD3 agonist 2.
NS(=O)(=O)c1ccc2nc(NC(=O)c3ccncc3)sc2c1 was read as SW480 rereplic -2%, HT1080-NT tox 4%, KB-3-1 tox 21%, HT1080 IDH1KD tx 10%, GLP-1R agonist 6%, IL1B secr inh -15, D3 antag 10, KB-V1 cytotox 10% and DRD3 agonist 1.
For O=C(CN1C(=O)/C(=C/c2ccccc2)SC1=S)Nc1cccnc1 the results were SW480 rereplic -108%[inhibitor], HT1080-NT tox -15%, KB-3-1 tox 3%, HT1080 IDH1KD tx 2%, GLP-1R agonist -2%, IL1B secr inh -1, D3 antag 0, KB-V1 cytotox -14% and DRD3 agonist 2.
Screening Cc1n[nH]c(=O)c2c(NC(=O)CSc3nc4ccccc4c(=O)n3-c3ccc(OC(F)F)cc3)oc(C)c12 returned SW480 rereplic 3%, HT1080-NT tox -12%, KB-3-1 tox inconclusive, HT1080 IDH1KD tx -4%, GLP-1R agonist -2%, IL1B secr inh inconclusive, D3 antag -17, KB-V1 cytotox 13% and DRD3 agonist -3.
CCCCn1c(N)c(N(CCC(C)C)C(=O)CCN2C(=O)C3CC=CCC3C2=O)c(=O)[nH]c1=O (centres undefined) was read as SW480 rereplic -56%[inhibitor], HT1080-NT tox 16%, KB-3-1 tox 5%, HT1080 IDH1KD tx 7%, GLP-1R agonist 5%, IL1B secr inh 7, D3 antag 1, KB-V1 cytotox 28% and DRD3 agonist -6.
Screening COc1ccc(-n2c(=O)c(CCC(=O)N(C)Cc3cccs3)nc3ccccc32)cc1 returned SW480 rereplic -2%, HT1080-NT tox 6%, KB-3-1 tox -3%, HT1080 IDH1KD tx 10%, GLP-1R agonist 8%, IL1B secr inh -9, D3 antag -3, KB-V1 cytotox -23% and DRD3 agonist 3.
Cc1cccc(NC(=O)CSc2cccc3cccnc23)c1 was read as SW480 rereplic inconclusive, HT1080-NT tox -3%, KB-3-1 tox 3%, HT1080 IDH1KD tx 11%, GLP-1R agonist 24%, IL1B secr inh 47, D3 antag -4, KB-V1 cytotox 10% and DRD3 agonist 1.
Screening COCCn1c(SCC(=O)N2CCCCC2)nc2ccccc2c1=O returned SW480 rereplic -1%, HT1080-NT tox -14%, KB-3-1 tox 5%, HT1080 IDH1KD tx -4%, GLP-1R agonist 6%, IL1B secr inh 3, D3 antag -27, KB-V1 cytotox 4.1µM* and DRD3 agonist -14.
`O=C(CNS(=O)(=O)c1c(Cl)cccc1Cl)OCc1csc(-c2ccccc2)n1` gave SW480 rereplic -3%, HT1080-NT tox 3%, KB-3-1 tox 6%, HT1080 IDH1KD tx 14%, GLP-1R agonist -3%, IL1B secr inh 22, D3 antag 9, KB-V1 cytotox -9% and DRD3 agonist 4.
